HTR5A inv ag – HTR5A inverse agonism, opioid heterodimer counter-screen; inhibition, % at 9.3 µM; HTR5A cell line, luminescence; hit rate 0.083% among 340,000; AID 504634; P47898; in the data active means inhibition mostly above about 23%, no sharp cut-off; inactive means mostly below about 18%;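 further: 0% = cells with DMSO and 100% = no-cell wells with DMSO; some compounds called inactive have numbers as strong as hits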
Target sequence (P47898 whole entry, looked up): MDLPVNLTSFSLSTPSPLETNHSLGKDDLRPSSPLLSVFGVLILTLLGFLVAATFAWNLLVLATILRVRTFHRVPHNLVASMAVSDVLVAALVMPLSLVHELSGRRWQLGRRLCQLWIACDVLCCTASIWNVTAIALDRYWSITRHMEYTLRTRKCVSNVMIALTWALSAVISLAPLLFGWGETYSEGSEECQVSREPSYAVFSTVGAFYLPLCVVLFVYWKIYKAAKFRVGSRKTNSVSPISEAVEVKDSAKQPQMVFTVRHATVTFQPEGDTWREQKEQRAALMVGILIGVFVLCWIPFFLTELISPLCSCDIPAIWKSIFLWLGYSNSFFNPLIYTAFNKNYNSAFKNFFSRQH
SUMO Mot1 rescue – inhibitors of SUMOylation pathway: yeast Mot1-301 growth rescue; S. cerevisiae Mot1-301 growth rescue, ATP luminescence, 38.5C; percent above DMSO median, 100 means doubled; growth rescue, % at 18.8 µM; hit rate 1% among 320,000;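 active means every valid replicate shows activation above 250% relative to neutral control wells; inactive means the rest, any valid replicate at or below 250%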;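 further: OY570 slx delta 5 strain wells were the positive control but not used for scaling; some compounds called inactive have numbers as strong as hits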
MOR-DOR inv ag – inverse agonist of human OPRM1-OPRD1 heterodimerization; P35372+P41143; hit rate 0.21% among 340,000; cell-based MOR-DOR heterodimer luminescence, inverse agonism; inhibition, % at 9.3 µM; in the data active means inhibition above about 22%, passing the limit was not always enough;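 further: 0% = cells with DMSO and 100% = wells without cells with DMSO; values of inactives mirror those of a sister screen read the other way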
Target sequence (P35372 whole entry, looked up): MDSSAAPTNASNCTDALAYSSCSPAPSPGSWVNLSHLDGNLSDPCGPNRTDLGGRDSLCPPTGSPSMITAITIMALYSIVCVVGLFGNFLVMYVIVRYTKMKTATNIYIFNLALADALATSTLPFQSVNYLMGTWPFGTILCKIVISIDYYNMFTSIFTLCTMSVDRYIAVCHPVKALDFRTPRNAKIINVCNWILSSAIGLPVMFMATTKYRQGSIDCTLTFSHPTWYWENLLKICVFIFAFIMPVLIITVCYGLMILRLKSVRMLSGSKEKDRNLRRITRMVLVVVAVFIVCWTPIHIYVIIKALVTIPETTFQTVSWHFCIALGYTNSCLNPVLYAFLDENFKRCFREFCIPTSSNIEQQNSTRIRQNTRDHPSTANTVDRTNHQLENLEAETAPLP
Target sequence (P41143 whole entry, looked up): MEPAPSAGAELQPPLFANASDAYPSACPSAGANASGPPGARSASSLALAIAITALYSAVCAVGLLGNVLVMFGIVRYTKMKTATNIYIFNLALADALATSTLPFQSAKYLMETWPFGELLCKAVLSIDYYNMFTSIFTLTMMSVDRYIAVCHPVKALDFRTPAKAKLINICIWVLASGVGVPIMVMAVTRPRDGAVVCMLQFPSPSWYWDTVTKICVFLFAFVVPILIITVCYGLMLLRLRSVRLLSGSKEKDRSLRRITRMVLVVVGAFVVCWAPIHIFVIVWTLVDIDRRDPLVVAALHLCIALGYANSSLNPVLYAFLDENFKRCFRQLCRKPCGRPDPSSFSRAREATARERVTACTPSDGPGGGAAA
Tat transport – blocks Tat-dependent protein export in E. coli. E. coli MC4100 TorA-mCherry Tat export, fluorescence. inhibition, % at 10 µM. hit rate 0.036% among 340,000;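 active means mean replicate inhibition at least 50% and at least half of replicates individually reaching 50%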;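 further: exported cargo escapes ClpAP degradation while cytoplasmic cargo is degraded and loses fluorescence; 0% = median of neutral control wells and 100% = median of NaSCN control wells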
PKA-R1A act – activates the PKA-R1A holoenzyme complex. P00514+P68181. AID 504707. PKA-R1A dissociation, Cy5-IP20 fluorescence polarization; scaled: DMSO 0%, 113 µM cGMP 100%. activation, % at 11.4 µM. hit rate 0.083% among 340,000;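 active means percent activation above the mean of all tested compounds plus 3 SD, cut at about 19% in these data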;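 further: higher means more PKAc released from R1A so a rise in polarization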
AddAB inh – less growth of phage-infected E. coli with AddAB; E. coli expressing H. pylori AddAB, absorbance growth; inhibition, % at 11.9 µM; hit rate 0.29% among 330,000; in the data active means inhibition above about 12%;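 further: 0% = vehicle wells of infected cells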
Ecoli viability – reduces bacterial viability in AddAB counter-screen | E. coli V3065 growth, OD600 absorbance, 18 h | inhibition, % at 11.9 µM | hit rate 0.27% among 330,000 | AID 449728;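 active means inhibition above the campaign's mean inhibition across all tested compounds plus 3 SD, cut at about 9.9% in these data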;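 further: uninfected addAB+ strain grown without phage in ampicillin broth; 0% = DMSO wells and 100% = ciprofloxacin 0.95 µg/ml wells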
PKA-R2B activ – PKA-R2B complex activation. PKA-R2B holoenzyme dissociation, Cy5-IP20 fluorescence polarization; R2B truncated from residue 108, S112A mutant; 0% DMSO only, 100% 113 µM cGMP. hit rate 0.079% among 340,000. AID 504700. activation, % at 11.4 µM. P22694+P31323;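 active means activation above a cutoff set at the mean over all compounds plus 3 SD, cut at about 18% in these data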;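 further: higher means more holoenzyme dissociation and a rise in polarization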
PfHsp90 yeast 2 – inhibits growth of yeast expressing Plasmodium falciparum Hsp90 | S. cerevisiae expressing PfHsp90, BacTiter-Glo ATP, 48 h; yeast lacking PDR1 and PDR3 efflux regulators | inhibition, % at 9.4 µM | hit rate 0.32% among 310,000;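 active means every replicate shows inhibition above about 80%, whatever the replicate mean, limit read from the data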;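 further: 0% = DMSO neutral controls and 100% = 20 µM radicicol positive controls; yeast relying on Plasmodium falciparum Hsp90 in place of its own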
phage Ecoli inh – E. coli growth loss with phage present. growth absorbance. inhibition, % at 11.9 µM. hit rate 0.26% among 360,000. AID 651602; in the data active means inhibition above about 11%
MOR-DOR ag – agonists of human mu-delta opioid receptor heterodimerization | cells, OPRM1-OPRD1 heterodimerization, luminescence | activation, % at 9.3 µM | hit rate 0.3% among 340,000; in the data active means activation above about 18%;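 further: 0% = vehicle-treated cells and 100% = reference agonist; values of inactives mirror those of a sister screen read the other way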
* marks the source's active call; other numbers are inactive results; . = no result given.

SMILES | HTR5A inv ag | SUMO Mot1 rescue | MOR-DOR inv ag | Tat transport | PKA-R1A act | AddAB inh | Ecoli viability | PKA-R2B activ | PfHsp90 yeast 2 | phage Ecoli inh | MOR-DOR ag
COc1cccc(CNC(=O)C2CCN(S(=O)(=O)c3ccccc3)CC2)c1 | -29 | 13 | 6 | -6 | -3 | 1.0 | -0.6 | -12 | . | 2.0 | -1.2
CCN(CC(=O)Nc1ccccc1OC)CC(=O)Nc1c(Cl)ccc(C)c1Cl | 0 | 0 | 10 | -3 | -8 | -1.1 | 2.0 | 6 | . | 1.5 | -2.0
COC(=O)Cn1c(N2CCCC2)nc2c1c(=O)n(C)c(=O)n2C | -4 | 10 | 12 | -6 | -15 | -1.8 | -0.8 | 5 | -6 | 1.2 | -2.5
CCc1ccccc1NC(=O)c1cccs1 | -17 | -14 | 21 | 2 | 3 | 2.8 | 0.7 | 3 | . | 1.3 | -4.1
CC(NC(=O)Cc1ccccc1)C(c1ccccc1)N1CCOCC1 (stereo unspecified) | -8 | -4 | 3 | -3 | -5 | 5.8 | 1.6 | -2 | -1 | 3.8 | -0.5
Cc1ccc(Cl)cc1N1CCN(S(=O)(=O)c2cn(C)cn2)CC1 | 2 | 4 | 9 | -2 | 3 | 6.0 | 0.9 | -2 | 4 | -0.3 | -1.6
C=CCC(C)(NCc1ccccc1)c1ccc(C)cc1 (stereo unspecified) | 25 | 8 | -42 | 1 | 14 | 3.6 | -2.1 | -1 | 8 | 3.5 | 8.1
CCc1nnc(NC(=O)c2ccc(OC)c(S(=O)(=O)N3CCCC3)c2)s1 | -12 | -18 | -14 | -10 | 6 | -1.6 | -0.3 | 6 | . | 1.0 | 3.2
C[C@@]12C(=O)N(CC3CCCO3)CC(=O)N1[C@@H]1c3ccccc3OC[C@@H]1[C@@H]2c1ccccc1 (stereo partly specified) | 10 | . | 18 | -1 | -3 | . | . | 7 | -61 | -1.0 | -3.9
CC1CCCN(S(=O)(=O)c2cc(C(=O)NCCc3ccc(S(N)(=O)=O)cc3)ccc2Cl)C1 (stereo unspecified) | -24 | . | -1 | 4 | -9 | . | . | -4 | 16 | -1.4 | 0.1
O=C(c1cc([N+](=O)[O-])ccc1Cl)N1CCN(Cc2ccccc2)CC1 | -19 | 20 | -4 | 3 | 1 | 0.2 | 1.6 | 4 | -16 | -1.8 | 0.9
O=C(NCc1ccc(F)cc1)C(C(=O)NCc1ccc(F)cc1)c1ncc(C(F)(F)F)cc1Cl | 18 | 11 | 9 | -1 | -11 | 1.0 | 1.6 | -1 | -43 | 2.8 | -1.9
O=C(Cn1c(=O)oc2ccccc21)Nc1nc(-c2ccccc2)cs1 | -5 | 19 | -14 | -1 | -3 | 1.0 | 1.1 | -1 | -13 | 1.8 | 2.4
COc1ccc(Br)cc1/C=N/N1CCN(Cc2ccccc2)CC1 | 15 | -4 | 0 | 12 | -1 | 3.7 | 1.6 | 0 | -5 | 0.2 | 0.0
COC(=O)Cc1c(C)c2ccc(OCC(=O)NCc3ccc4c(c3)OCO4)cc2oc1=O | 5 | 5 | 7 | -8 | -14 | 3.8 | -0.5 | -14 | -9 | 1.9 | -1.3
COc1ccccc1CNS(=O)(=O)c1csc(C(N)=O)c1 | 22 | -1 | 13 | -8 | -24 | 4.2 | 0.2 | 0 | 7 | 0.2 | -2.4
COCCNC(=O)c1cc2nc3c(c(C(F)(F)F)n2n1)CCc1ccccc1-3 | -1 | -4 | 14 | -8 | 0 | 4.8 | -0.4 | -1 | -18 | 1.6 | -2.9
COc1ccc(S(=O)(=O)N2CCN(C3CCCC(C)C3)CC2)cc1 (stereo unspecified) | 3 | 27 | -4 | -19 | 1 | 4.2 | -2.0 | 0 | -8 | 0.5 | 0.8
Cc1ccc(C(=O)C(SC(C)(C)C)n2cncn2)cc1 (stereo unspecified) | 4 | 213 | 11 | -5 | 9 | -0.2 | -1.1 | 0 | 83* | -1.8 | -1.9
O=S(=O)(NCC1CCCO1)c1cccc(S(=O)(=O)N2CCCC2)c1 (stereo unspecified) | 0 | 7 | 10 | -3 | 4 | 1.7 | 0.4 | 2 | -17 | -0.9 | -2.4
COC(=O)C1=C(NC(=O)c2ccccc2[N+](=O)[O-])CCS1 | 8 | -4 | 12 | -5 | -7 | 2.5 | 0.9 | 6 | -11 | 2.7 | -2.4
COc1ccc(-n2cc(-c3ccc(OC)c(OC)c3)[nH]c2=S)cc1 | 11 | 545* | 8 | 1 | -9 | 3.3 | -0.4 | 4 | 10 | 1.7 | -1.6
O=c1c(N2CCOCC2)c(N2CCOCC2)c1=O | 8 | 252 | 9 | -7 | -3 | -0.5 | 3.1 | -3 | -14 | -3.9 | -1.8
CCOC(=O)c1nn(-c2ccc(Cl)cc2C)ccc1=O | 5 | 202 | 10 | 5 | -11 | 3.7 | -0.4 | -1 | 19 | -1.3 | -2.0
COc1ccc2cc(C(=O)O)n(CC(=O)c3ccccc3)c2c1 | 9 | -9 | 4 | -4 | 6 | 0.2 | -0.4 | 6 | -2 | 1.8 | -0.8
Cc1nc2nc(SCC(=O)NCCCN3CCCCCC3)nn2c(C)c1Cc1ccccc1 | -20 | 3 | 16 | -2 | 2 | 2.8 | -0.4 | -5 | -8 | -0.1 | -3.0
CCCc1cc(C(=O)OC)c(NC(=O)c2cc(C)on2)s1 | -23 | 9 | 3 | -1 | -2 | -1.0 | -3.5 | 0 | . | 1.1 | -0.5
COCCNC(=O)C(c1ccc(C)o1)N(C(=O)c1snc(C(N)=O)c1N)c1cc(C)cc(C)c1 (stereo unspecified) | -8 | -11 | 19 | 1 | -5 | 2.3 | 1.4 | -8 | 21 | 1.9 | -4.1
CCOC(=O)CC(=O)CSc1nc2ccccc2c(=O)n1-c1ccc(C(=O)N2CCOCC2)cc1 | -1 | 2 | 16 | -3 | -3 | 2.3 | 0.0 | 3 | -17 | 2.8 | -3.0
CC1=C(OC(=O)c2ccc(Br)cc2)C(C)(C)C(c2ccccc2)OC1=O (stereo unspecified) | -4 | 8 | -5 | -6 | 1 | 0.9 | 1.3 | 1 | -24 | 2.1 | 1.1

Part of the list above, with two lines to a compound:
Values run as follows: HTR5A inv ag | SUMO Mot1 rescue | MOR-DOR inv ag | Tat transport | PKA-R1A act | AddAB inh | Ecoli viability | PKA-R2B activ | PfHsp90 yeast 2 | phage Ecoli inh | MOR-DOR ag
- O=S(=O)(NCC1CCCO1)c1cccc(S(=O)(=O)N2CCCC2)c1 (stereo unspecified)
→ 0 | 7 | 10 | -3 | 4 | 1.7 | 0.4 | 2 | -17 | -0.9 | -2.4
- COC(=O)C1=C(NC(=O)c2ccccc2[N+](=O)[O-])CCS1
→ 8 | -4 | 12 | -5 | -7 | 2.5 | 0.9 | 6 | -11 | 2.7 | -2.4

Later entries.
SMILES | HTR5A inv ag | SUMO Mot1 rescue | MOR-DOR inv ag | Tat transport | PKA-R1A act | AddAB inh | Ecoli viability | PKA-R2B activ | PfHsp90 yeast 2 | phage Ecoli inh | MOR-DOR ag
COc1ccc(CNC(=O)C2CCN(c3nn4c(=O)cc(C)nc4s3)CC2)cc1 | -8 | 4 | 14 | 0 | -17 | 3.2 | 3.0 | -1 | -14 | 1.9 | -2.6
COCCn1c(-c2ccc(Br)cc2)csc1=Nc1cccnc1 | 12 | 65 | -16 | 7 | -1 | 3.1 | 4.9 | -15 | . | -1.1 | 3.0
O=C(NNc1cccc(Cl)n1)c1cccnc1Cl | 3 | -3 | -9 | -3 | -7 | 3.1 | 1.4 | -4 | 0 | 6.8 | 1.4
COC(=O)C1C(=O)c2c([nH]c(C(=O)OCC3CCCO3)c2C)CC1C (stereo unspecified) | -7 | 3 | -1 | -8 | -4 | 1.1 | -0.7 | -1 | -2 | 4.4 | 0.2
c1ccc(C2=Nn3c(nnc3-c3ccccn3)SC2)cc1 | 2 | 98 | -7 | 2 | -15 | 3.5 | 0.8 | -3 | -108 | 4.2 | 1.2
COCC(C)NCc1ccc(C)cc1C (stereo unspecified) | -4 | -21 | 5 | -6 | 1 | -0.2 | 1.0 | 6 | 30 | 1.3 | -1.0
OC(c1ccccc1)(c1ccc(F)cc1)C(c1ccccc1)N1CCOCC1 (stereo unspecified) | -7 | 68 | -39 | 8 | -9 | 2.9 | 1.0 | -11 | 11 | . | 6.9
S=C(Nc1ccccn1)c1ccccn1 | -13 | -4 | 3 | -6 | -2 | -1.2 | -3.4 | 1 | 0 | -4.5 | -0.7
O=C1N(Cc2ccc(F)cc2Cl)c2ccccc2C12OCCCO2 | -29 | 10 | -16 | 3 | -10 | 1.2 | -2.2 | -9 | -32 | 4.5 | 2.9
CCOC(=O)c1cc(CC)sc1NC(=O)c1ccc2c(c1)OCCO2 | -4 | -13 | -1 | 2 | -3 | 1.3 | -1.6 | -3 | 5 | 2.9 | 0.2
Cc1c(/C=N\NC(=O)C2COc3ccc(C(C)(C)C)cc3O2)c2ccccc2n1C (stereo unspecified) | 12 | 110 | -12 | -6 | -20 | 2.1 | -1.8 | -2 | 6 | 1.7 | 2.4
CCCCON1C(=O)c2cccc3cccc(c23)C1=O | -8 | -2 | -2 | -9 | -10 | 0.8 | -1.7 | -6 | 10 | 2.4 | 0.4
COc1ccc2cc(CN(C(=O)Nc3ccccc3)C3CCCC3)c(=O)[nH]c2c1 | 3 | -9 | -3 | 18 | -8 | 4.2 | -0.1 | -10 | . | 2.0 | 0.6
CCOc1[nH]c(/N=C/c2ccco2)c(C#N)c1C#N | -5 | -20 | 3 | 1 | -1 | 0.2 | -1.9 | -1 | 11 | 1.1 | -0.5
CCCCCC1CC(CC(=O)Nc2ccc([N+](=O)[O-])cc2)C(=O)O1 (stereo unspecified) | 7 | 7 | -36 | 8 | 3 | 2.5 | 1.8 | 4 | -10 | 4.8 | 5.0
NC1=C(Br)C(=O)c2ncccc2C1=O | -11 | . | -101 | -15 | -1 | . | . | -3 | -23 | 35* | 20*
Cc1ccc(/C(=N\S(=O)(=O)c2ccc(Br)cc2)Nc2ccccc2C)cc1 | -20 | -9 | 9 | -2 | -3 | 1.3 | -1.9 | -12 | -18 | 2.2 | -1.7
Cc1cc(C(=O)CN2C(=O)NC(C)(c3cccc(Br)c3)C2=O)c(C)n1Cc1ccco1 (stereo unspecified) | -18 | 1 | -10 | 6 | -7 | 1.5 | -3.4 | -13 | 4 | 0.8 | 2.4
Cc1ccc(SC(c2ccc(C)cc2)C(Cn2cncn2)C(=O)c2ccccc2)cc1 (stereo unspecified) | -4 | . | -21 | 4 | 3 | -0.2 | -0.4 | -10 | 1 | 2.8 | 3.7
Cc1cccc(C2NS(=O)(=O)N=C2N)c1 (stereo unspecified) | -22 | 8 | 8 | 0 | 14 | 3.8 | 1.8 | 9 | . | 2.6 | -1.5
Cc1cccc(NC(=O)Cn2c(/C=C/c3ccccc3)nc3ccccc32)c1 | . | 14 | . | 6 | 3 | 3.5 | -0.9 | 2 | 28 | 2.8 | .
NC(=O)NC(CC(=O)OCC(=O)NC(=O)NCc1ccco1)c1ccc(Cl)cc1 (stereo unspecified) | 6 | 301 | 2 | -2 | -2 | 3.6 | -0.6 | -6 | -5 | 1.1 | -0.5
CC12CCC(C(=O)N(c3ccccc3Cl)C1=O)C2(C)C (stereo unspecified) | 5 | -14 | -9 | 7 | 1 | 0.8 | 0.3 | 1 | 17 | 2.1 | 1.3

High-throughput results from PubChem BioAssay.
